Source: PubChem BioAssay
Measles CPE: protection of cells from measles virus; Measles virus-infected cells, CPE protection, absorbance; protection (pct of control), % at 4 µM; 140,000 compounds, 1.5% hits; in the data active means protection mostly above about 24%, no sharp cut-off; inactive means mostly below about 26%; further: some compounds called inactive have numbers as strong as hits
Yeast lifespan up: extends the lifespan of yeast; inhibition of the nicotinamide effect, % at 10 µM; AID 775; S. cerevisiae growth with nicotinamide, OD615; deaD strain in restrictive glucose medium; 130,000 compounds, 0.68% hits;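 active means inhibition above a set limit, placed 3 SD over the median of all compounds, cut at about 26% in these data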;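 further: 0% = nicotinamide-treated wells and 100% = cells grown without nicotinamide; some compounds called inactive have numbers as strong as hits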
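System: DeaD-strain S. cerevisiae / Buffer or medium: CSMM-D, restrictive glucose (dextrose) synthetic minimal medium / Probe or stimulus: nicotinamide, 1.5 mM, co-present with compound / Compound: one concentration, 10 µM, DMSO 0.25% / Incubation: 48 h compound exposure at 30 °C, humidified / Technique: optical density (absorbance) at 615 nm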
E-sel TNF inh: blocks E-selectin expression induced by TNF alpha; 120,000 compounds, 0.71% hits; inhibition, % at 2 µM; HUVEC TNFa-induced E-selectin immunofluorescence, high content;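 active means inhibition above the batch mean plus 3 SD, and confirmed as a hit on visual image review, cut at about 43% in these data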;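 further: 0% = TNF-stimulated DMSO wells and 100% = unstimulated control wells; not every result past the cut was called active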
GALR2 antag: blocks the human galanin receptor 2 | inhibition, % at 4 µM | GALR2-expressing cells, antagonist mode | O43603 | 140,000 compounds, 0.39% hits | AID 828; in the data active means inhibition above about 27%;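 further: cells stimulated with galanin 1-16 at roughly its EC80; 0% = agonist challenge control and 100% = basal control without agonist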
Target sequence (O43603 whole entry, looked up): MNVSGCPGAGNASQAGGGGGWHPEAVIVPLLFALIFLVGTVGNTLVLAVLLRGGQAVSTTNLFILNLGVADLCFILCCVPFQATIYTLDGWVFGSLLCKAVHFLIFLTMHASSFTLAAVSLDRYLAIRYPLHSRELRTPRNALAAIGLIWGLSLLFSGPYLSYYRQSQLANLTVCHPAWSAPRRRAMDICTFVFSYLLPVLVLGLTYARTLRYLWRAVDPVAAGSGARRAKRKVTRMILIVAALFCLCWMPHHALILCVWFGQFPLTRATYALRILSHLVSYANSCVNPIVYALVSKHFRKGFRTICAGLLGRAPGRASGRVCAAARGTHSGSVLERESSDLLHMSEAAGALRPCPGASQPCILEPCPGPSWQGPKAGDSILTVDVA
PTEN del growth: PTEN-deleted cell growth suppression; viability, % at 10 µM; 140,000 compounds, 1.2% hits; HCT116 PTEN-null viability, CellTiter-Glo, 60 h; active compounds read low;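 active means viability at or below a set limit, 4 SD under the median of all tested compounds, cut at about 3.7% in these data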;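 further: PTEN knockout HCT116 line with beta catenin targeted HCT116 as companion control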
Phagocyt inh: blocks phagocytosis by macrophages; J774A.1 macrophage IgG-bead phagocytosis, imaging; inhibition, % at 5 µM; 110,000 compounds, 0.07% hits; AID 1029;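 active means inhibition above the mean of the plate negative controls plus 5 SD, cut at about 13% in these data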;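 further: phagocytic index as fraction of beads internalized from green versus red external bead signal; plate controls were DMSO negative control for no effect and cytochalasin-D positive control for full effect; some results beyond the cut were filed as inactive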
bCat KO growth: beta-catenin-lacking colon tumor cell growth suppression; 140,000 compounds, 1.5% hits; HCT116 beta-catenin knockout viability, CellTiter-Glo, 60 h; active compounds read low; viability, % at 10 µM;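 active means viability at or under a set limit, the compound median less 4 SD, cut at about 6% in these data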;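 further: 0% = Hyamine 1622 control at 20 µM and 100% = untreated cell control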
Yeast growth inh: yeast BB579 growth reduction in restrictive medium. S. cerevisiae BB579 growth, OD615, 48 h. inhibition, % at 10 µM. 140,000 compounds, 0.51% hits;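 active means inhibition above a set limit, 3 SD over the mean compound inhibition, cut at about 44% in these data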; further: inactives centre near -24
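System: DeaD yeast strain BB579; buffer or medium: CSMM-D dextrose restrictive medium; technique: OD at 615 nm; schedule: 4 h cell preincubation, 48 h compound exposure, 30 °C humidified; doses: single 10 µM dose; controls: amphotericin B 10 µg/mL, positive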
MRP1 act: activates MRP-1 | H69AR cells + doxorubicin, viability rescue, CellTiter-Glo | viability increase, % at 10 µM | 140,000 compounds, 0.61% hits | AID 799;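 active means viability gain under doxorubicin at or above a set limit, the compound median plus 3 SD, cut at about 4.7% in these data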;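 further: MRP-1 overexpressing cells given doxorubicin 25 µM after compound pretreatment; 18-22 h compound pretreatment then 72 h with doxorubicin before readout; 0% = doxorubicin-only wells and 100% = vehicle-treated cells without doxorubicin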
NPY-Y2 antag: NPY-Y2 (human) receptor antagonism; NPY-Y2 expressing cells, antagonist mode; inhibition, % at 2.7 µM; 140,000 compounds, 0.99% hits; in the data active means inhibition above about 17%;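 further: 0% = vehicle with agonist challenge and 100% = reference antagonist with challenge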
Target sequence (P49146 whole entry, looked up): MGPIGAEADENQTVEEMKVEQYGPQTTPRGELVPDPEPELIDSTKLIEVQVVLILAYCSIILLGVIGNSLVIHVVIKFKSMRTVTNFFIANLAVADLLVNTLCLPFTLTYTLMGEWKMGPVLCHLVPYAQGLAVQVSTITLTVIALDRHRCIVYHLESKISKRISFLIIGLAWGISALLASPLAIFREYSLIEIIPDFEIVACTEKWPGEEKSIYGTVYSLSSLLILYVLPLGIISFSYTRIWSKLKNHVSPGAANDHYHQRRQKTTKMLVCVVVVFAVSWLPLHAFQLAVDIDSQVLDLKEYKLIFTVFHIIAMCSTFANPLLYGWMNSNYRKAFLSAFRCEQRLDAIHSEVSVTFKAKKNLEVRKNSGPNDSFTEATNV
Active calls of the source: *; x = not tested or not shown; & = joins results of further samples.

SMILES	Measles CPE	Yeast lifespan up	E-sel TNF inh	GALR2 antag	PTEN del growth	Phagocyt inh	bCat KO growth	Yeast growth inh	MRP1 act	NPY-Y2 antag
COc1ccc(/C=C/C(=O)OCC(=O)N2CC(=O)Nc3ccccc32)cc1	11	0	x	10	94	-7	92	-12	-2.1	3
COc1cc(/C=C/C(=O)Nc2ccc(N3CCCCC3)c(S(=O)(=O)Nc3ccccc3Cl)c2)cc(OC)c1OC	20	-3	x	6	84	-13	85	-32	-0.9	1
COc1ccc2c(C)cc(SCC(=O)Nc3ncc(Cl)cc3Cl)nc2c1	15	0	x	10	82	3	92	-20	-3.6	4
O=C(Nc1cccn(Cc2c(Cl)cccc2Cl)c1=O)c1ccc(Cl)cc1	14	-1	1	-4	55	x	64	-11	-1.2	0
CC(C)NC(=O)c1onc(CSc2ccccc2)c1C(=O)O	4	-10	30	9	96	x	93	-28	-0.8	5
COc1ccc(OC)c(/C=N/NC(=O)c2cc[n+](CC(=O)c3ccccc3)cc2)c1	8	13	-51	1	95	0	85	-42	-3.9	-2
CCOC(=O)c1c(NC(=O)COC(=O)c2cc(OC)c(OC)cc2[N+](=O)[O-])sc(C)c1CC	26	5	x	18	76	-2	82	-44	-0.9	1
O=C(CCc1nc2ccccc2c(=O)[nH]1)OCC(=O)N1CCN(S(=O)(=O)c2ccccc2)CC1	7	-3	x	1	94	x	86	-35	-1.3	1
Cc1ccccc1C(=O)Nc1cccc(NC(=O)Cn2cnc3c(=O)n(C)c(=O)n(C)c32)c1	6	-7	x	-9	26	1	34	-17	-2.2	4
Cc1ccnc(NC(=O)CCC(=O)N(CC(=O)NC2CCCCC2)CC2CCCO2)c1 (configuration not stated)	10	-14	2	8	90	0	100	25	-0.2	1
CN(CC(=O)NC1CCCCC1)S(=O)(=O)c1ccc(Br)s1	20	-2	24	-3	103	3	95	-59	-2.5	2
COc1cccc(OCC(O)CO)c1 (configuration not stated)	31	-14	-6	5	118	0	101	-28	-0.6	-2
C/C(=N\Nc1nc2ccccc2s1)c1ccc2c(c1)OCO2	16	-3	x	11	92	x	88	-19	-2.5	31*
O=C(NCc1ccco1)C(c1ccccc1)N(C(=O)Cc1cccs1)c1ccccc1F (configuration not stated)	16	-19	-7	5	70	x	84	-15	-0.8	13
Cc1cc(NC(=O)c2ccc3c(c2)C(=O)N(C)C3=O)no1	5	-6	-32	-11	108	0	103	19	0.4	-1
O=C(/C=C/c1ccc(Cl)cc1)c1cccnc1	2	-6	11	0	0.7*	1	0.5*	-19	-2.5	13
Cc1ccc(NC(=S)N2CCN(Cc3ccccc3)CC2)c(C)c1	8	5	x	5	104	1	86	-24	-0.2	0
CCCn1c(/N=C/c2c[nH]c3ccccc23)nc2ccccc21	4	-24	2	5	71	x	70	-28	-2.0	-2
C=CCC(C(=O)OC)(C(=O)OC)c1ccc([N+](=O)[O-])cn1	7	-21	16	3	89	x	101	-38	-0.8	1
Cc1cccc(-c2cc3c(nn2)-c2ccccc2C3=O)c1	13	-18	x	7	30	0	36	19	-2.2	10
CCSc1nc(N)c2c3c(sc2n1)CCC3	7	-13	x	10	87	0	101	-41	-0.9	4
O=C(CN1C(=O)NC2(CCCCC2)C1=O)NC1CCCc2ccccc21 (configuration not stated)	11	2	x	3	90	-4	95	2	-0.3	2
CC(CCc1ccccc1)NC(=O)c1nnc(Cc2ccc(Cl)cc2)o1 (configuration not stated)	25	-9	x	9	92	0	71	12	9.9*	1
COc1ccc(C(=O)O/N=C/c2ccc(S(=O)c3ccc(Cl)cc3)nc2)cc1 (configuration not stated)	7	2	4	4	69	x	74	-29	-5.8	4
CCOC(=O)c1c(N)n(CC(C)NC(=O)C2CC2)c2nc3ccccc3nc12 (configuration not stated)	13	-11	-30	-1	96	2	105	0	-1.5	-2
CC[C@H](C)[C@@H](NC(=O)O[C@@H]1C(=O)c2cc(OC)ccc2O[C@H]1c1ccc(OC)c(Br)c1)C(=O)OC	6	5	-48	5	84	x	86	-37	-0.3	7
CC(=O)C1C(=O)C=C(c2ccco2)CC1c1ccccc1 (configuration not stated)	5	-3	x	9	70	-4	76	-20	-3.4	5
O=C(O)c1cccnc1SCC(=O)N1CCCCCC1	1	-1	-7	4	91	-1	89	10	-2.1	4
COc1ccc(-c2nn(-c3ccccc3)cc2C(=O)O)cc1	4	0	x	-3	101	2	97	15	-3.3	3
O=C(Nc1cccc(Cl)c1)N(Cc1nc2ccccc2c(=O)[nH]1)C1CCCC1	23	-9	3	14	66	1	85	-24	-2.7	1
O=C(c1ccc2c(c1)OCO2)N1CCN(C(=O)c2ccco2)CC1	4	0	12	0	80	1	103	10	-0.6	2
COc1ccc(S(=O)(=O)N2CCN(CCC(=O)Nc3ccccc3F)CC2)cc1	12	-8	12	-12	107	x	88	-53	-1.6	1
Cc1ccc(CN2CCN(/N=C/c3ccc(C)s3)CC2)c(C)c1	5	7	x	1	105	-6	85	-19	-1.1	4
O=C(NCS(=O)(=O)c1ccccc1)c1ccccc1	4	-6	x	-3	104	1	107	18	-0.1	6
O=C(CSc1nnc(CCCN2C(=O)c3cccc4cccc(c34)C2=O)n1-c1ccccc1)NCCCN1CCOCC1	13	7	-8	2	94	-1	99	-19	-1.8	1
CN1CCN(C(=S)c2ccc(Br)cc2)CC1	11	3	36	-6	93	-7	88	-22	2.1	4

2 of these compounds, set out differently:
Values in the order – Measles CPE	Yeast lifespan up	E-sel TNF inh	GALR2 antag	PTEN del growth	Phagocyt inh	bCat KO growth	Yeast growth inh	MRP1 act	NPY-Y2 antag
- O=C(Nc1cccc(Cl)c1)N(Cc1nc2ccccc2c(=O)[nH]1)C1CCCC1
    23	-9	3	14	66	1	85	-24	-2.7	1
- Cc1ccc(CN2CCN(/N=C/c3ccc(C)s3)CC2)c(C)c1
    5	7	x	1	105	-6	85	-19	-1.1	4

Next part
SMILES	Measles CPE	Yeast lifespan up	E-sel TNF inh	GALR2 antag	PTEN del growth	Phagocyt inh	bCat KO growth	Yeast growth inh	MRP1 act	NPY-Y2 antag
O=C(c1cccc(F)c1)N1CCCC(C(=O)N2CCCC2)C1 (configuration not stated)	17	-2	x	-11	94	0	96	31	0.9	0
COc1ccc(C(=O)Nn2c(SCC(=O)NCc3ccco3)nc3ccccc3c2=O)cc1	19	-19	-19	-2	88	-2	79	-34	-2.4	1
O=C(N/N=C\c1ccc([N+](=O)[O-])s1)c1cncc(Br)c1	11	-2	x	1	1.5*	-7	3.4*	-20	-5.8	1
COCCSc1ccccc1C(=O)Nc1cccnc1	5	-13	6	11	99&103	0	101	-30	0.1	0
COc1ccccc1N1CCN(CCCNC(=O)Nc2ccccc2C)CC1	24	2	-5	9	87	-1	88	-2	-3.1	2
COc1ccc(-n2c(O)c(/C=N/NS(=O)(=O)c3ccc(C)cc3)c3ccccc3c2=O)cc1OC	6	4	x	3	56	x	9	1	-1.1	4
O=C(NCc1ccncc1)C(F)(F)C(F)(F)C(=O)NCc1ccncc1	12	-11	4	1	88	-3	104	0	-1.0	2
Cc1cc(C)cc(NC(=O)Cn2c(SCc3cc(C)ccc3C)nc3ccncc32)c1	6	0	-34	-3	71	x	75	2	-2.2	-2
CCc1nnc(NC(=O)C2CCCN(c3nc4ccccc4s3)C2)s1 (configuration not stated)	6	-12	x	-8	92	-1	83	-24	-0.2	8
CCC(=O)Nc1cccc(NC(=O)c2ccccc2Br)c1	25	-2	-3	7	88	-6	86	15	-2.4	1
Cc1noc(C)c1C(=O)NCCCN1CCCC1=O	18	-13	1	-10	97	x	97	-12	-0.3	0
CCc1ccc(N=C2N=C(N)c3ccccc32)cc1	7	-12	7	10	88	-1	80	-63	-1.9	-1
CCN(Cc1cc2cc(OC)ccc2[nH]c1=O)C(=O)c1ccncc1	2	-12	-21	-1	97	-1	105	-12	-0.7	2
CC(=O)N1CCC(N(CCN2CCOCC2)C(=S)Nc2ccccc2C)CC1	9	-4	-34	3	91	-12	96	-10	-1.2	4
N#CCSc1nc(-c2ccccc2)cs1	8	-18	-6	9	101	0	96	-55	-0.3	1
C(=N\N(c1ccccc1)c1ccccc1)/c1ccc2c(c1)OCO2	23	-16	x	-11	76	x	83	-41	0.3	-1
COc1ccc(OC)c2c(N3CCN(C)CC3)cc(C(F)(F)F)nc12	7	-17	-13	-2	100	0	102	-6	-1.2	3

14 entries from above, reformatted:
Results follow in this order: Measles CPE | Yeast lifespan up | E-sel TNF inh | GALR2 antag | PTEN del growth | Phagocyt inh | bCat KO growth | Yeast growth inh | MRP1 act | NPY-Y2 antag
- O=C(c1cccc(F)c1)N1CCCC(C(=O)N2CCCC2)C1 (configuration not stated)
→ 17 | -2 | x | -11 | 94 | 0 | 96 | 31 | 0.9 | 0
- COc1ccc(C(=O)Nn2c(SCC(=O)NCc3ccco3)nc3ccccc3c2=O)cc1
→ 19 | -19 | -19 | -2 | 88 | -2 | 79 | -34 | -2.4 | 1
- O=C(N/N=C\c1ccc([N+](=O)[O-])s1)c1cncc(Br)c1
→ 11 | -2 | x | 1 | 1.5* | -7 | 3.4* | -20 | -5.8 | 1
- COCCSc1ccccc1C(=O)Nc1cccnc1
→ 5 | -13 | 6 | 11 | 99&103 | 0 | 101 | -30 | 0.1 | 0
- COc1ccccc1N1CCN(CCCNC(=O)Nc2ccccc2C)CC1
→ 24 | 2 | -5 | 9 | 87 | -1 | 88 | -2 | -3.1 | 2
- COc1ccc(-n2c(O)c(/C=N/NS(=O)(=O)c3ccc(C)cc3)c3ccccc3c2=O)cc1OC
→ 6 | 4 | x | 3 | 56 | x | 9 | 1 | -1.1 | 4
- O=C(NCc1ccncc1)C(F)(F)C(F)(F)C(=O)NCc1ccncc1
→ 12 | -11 | 4 | 1 | 88 | -3 | 104 | 0 | -1.0 | 2
- Cc1cc(C)cc(NC(=O)Cn2c(SCc3cc(C)ccc3C)nc3ccncc32)c1
→ 6 | 0 | -34 | -3 | 71 | x | 75 | 2 | -2.2 | -2
- CCc1nnc(NC(=O)C2CCCN(c3nc4ccccc4s3)C2)s1 (configuration not stated)
→ 6 | -12 | x | -8 | 92 | -1 | 83 | -24 | -0.2 | 8
- CCC(=O)Nc1cccc(NC(=O)c2ccccc2Br)c1
→ 25 | -2 | -3 | 7 | 88 | -6 | 86 | 15 | -2.4 | 1
- Cc1noc(C)c1C(=O)NCCCN1CCCC1=O
→ 18 | -13 | 1 | -10 | 97 | x | 97 | -12 | -0.3 | 0
- CCc1ccc(N=C2N=C(N)c3ccccc32)cc1
→ 7 | -12 | 7 | 10 | 88 | -1 | 80 | -63 | -1.9 | -1
- CCN(Cc1cc2cc(OC)ccc2[nH]c1=O)C(=O)c1ccncc1
→ 2 | -12 | -21 | -1 | 97 | -1 | 105 | -12 | -0.7 | 2
- CC(=O)N1CCC(N(CCN2CCOCC2)C(=S)Nc2ccccc2C)CC1
→ 9 | -4 | -34 | 3 | 91 | -12 | 96 | -10 | -1.2 | 4
